Screens from PubChem.
M5 PAM: human M5 muscarinic receptor positive allosteric modulators, primary screen, CHO-K1 cells, Fluo-8 calcium fluorescence; 360,000 tested, 0.3% active; activation, % at 3 µM; CHO-K1 hM5, ACh EC20 PAM; 0% = ACh EC20, 100% = ACh EC100; Muscarinic acetylcholine receptor M5 (Homo sapiens), P08912;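 active means activation above the run cutoff, the mean activation of all test compounds plus 3 SD, cut at about 18% in these data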
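System: CHO-K1 hM5 cells. Reagent: acetylcholine, EC20 level. Compound dosing: single dose, 3 µM nominal final test concentration. Timing: Post-acetylcholine fluorescence recording 140 s. Detection: Fluo-8 calcium fluorescence. Read-out: % activation, ACh-normalized. Benchmarks: ACh EC20 and EC100 wells. Repeats: singlicate, one well per test compound.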
IDE cell inh: human IDE inhibitors in live cells, primary screen, fluorescence polarization, HEK cells, FAbetaB substrate | Insulin-degrading enzyme (Homo sapiens), P14735 | 320,000 tested, 0.41% active | FAbetaB cleavage | inhibition, % at 5.59 µM;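 active means percent inhibition above the average of all tested compounds plus 3 SD, set per screening campaign, cut at about 16% in these data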;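 further: IDE supplied by intact live HEK cells; FP after avidin binding of uncleaved biotin substrate so inhibition keeps polarization high; 0% = DMSO wells and 100% = 60 µM reference IDE inhibitor Ii1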
Target sequence (P14735 whole entry, looked up): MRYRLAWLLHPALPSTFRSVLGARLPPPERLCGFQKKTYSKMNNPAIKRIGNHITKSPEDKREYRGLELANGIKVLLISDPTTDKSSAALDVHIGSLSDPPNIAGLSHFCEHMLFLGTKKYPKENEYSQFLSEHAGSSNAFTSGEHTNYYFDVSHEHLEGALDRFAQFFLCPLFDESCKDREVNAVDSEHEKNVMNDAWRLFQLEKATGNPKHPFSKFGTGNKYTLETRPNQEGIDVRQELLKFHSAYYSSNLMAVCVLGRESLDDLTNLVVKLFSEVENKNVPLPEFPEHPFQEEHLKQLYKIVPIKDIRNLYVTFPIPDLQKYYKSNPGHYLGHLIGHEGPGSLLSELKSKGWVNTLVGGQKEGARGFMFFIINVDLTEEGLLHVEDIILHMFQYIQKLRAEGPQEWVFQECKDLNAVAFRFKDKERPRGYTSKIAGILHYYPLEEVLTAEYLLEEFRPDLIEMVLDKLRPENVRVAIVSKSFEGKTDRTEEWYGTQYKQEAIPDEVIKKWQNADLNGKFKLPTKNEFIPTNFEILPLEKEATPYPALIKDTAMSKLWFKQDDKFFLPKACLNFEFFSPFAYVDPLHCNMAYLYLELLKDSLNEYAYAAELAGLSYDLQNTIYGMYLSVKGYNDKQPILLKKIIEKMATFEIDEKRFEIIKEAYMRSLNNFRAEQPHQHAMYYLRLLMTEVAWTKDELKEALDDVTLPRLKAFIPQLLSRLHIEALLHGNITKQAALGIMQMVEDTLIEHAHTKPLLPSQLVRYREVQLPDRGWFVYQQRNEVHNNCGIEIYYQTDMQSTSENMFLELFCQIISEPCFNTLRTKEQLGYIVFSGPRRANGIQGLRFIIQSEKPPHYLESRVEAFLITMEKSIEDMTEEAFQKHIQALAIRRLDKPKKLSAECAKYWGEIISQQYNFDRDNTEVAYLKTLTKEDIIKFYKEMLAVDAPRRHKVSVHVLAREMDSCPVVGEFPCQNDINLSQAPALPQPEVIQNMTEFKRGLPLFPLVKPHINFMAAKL
M4 antag: human M4 muscarinic receptor antagonists, primary screen, CHO cells, Fluo-8 calcium fluorescence; CHO-hM4 cells, ACh EC80; Muscarinic acetylcholine receptor M4 (Homo sapiens), P08173; 360,000 tested, 0.73% active; inhibition, % at 3 µM;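 active means inhibition above its plate's cutoff, the mean inhibition of sample wells plus 3 SD, cut at about 27% in these data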;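 further: 0% = acetylcholine EC80 with DMSO and 100% = DMSO without agonist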
M5 antag: human M5 muscarinic receptor antagonists, primary screen, CHO cells, Fluo-8 calcium fluorescence; CHO-hM5 cells, ACh EC80; inhibition, % at 3 µM; 360,000 tested, 0.59% active;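 active means inhibition above a per-plate cutoff, the mean of that plate's test compounds plus 3 SD, cut at about 27% in these data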;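 further: 0% = acetylcholine EC80 with DMSO and 100% = DMSO without agonist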
CHRM5 agonist: human M5 muscarinic receptor agonists, primary screen, CHO-K1 cells, Fluo-8 calcium fluorescence; CHO-K1 hM5 cells; 0% DMSO wells, 100% maximal acetylcholine response; activation, % at 3 µM; 360,000 tested, 0.19% active; AID 624037, 2012;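 active means activation above the run's mean over test compounds plus 3 SD, cut at about 23% in these data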;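 further: signal is peak over basal fluorescence ratio across the kinetic read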
CRFR2-BP antag: antagonists of CRF-BP/CRF-R2 complex, primary screen, cell-based, HEK293, calcium dye fluorescence, uHTS; inhibition, % at 11.8 µM; 350,000 tested, 0.59% active; CRF-induced calcium fluorescence;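 active means inhibition of the ligand-induced calcium signal above about 50% at the single tested concentration, limit read from the data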
CHRM4 agonist: human M4 muscarinic receptor agonists, primary screen, CHO-K1 cells, Fluo-8 calcium fluorescence; CHO-K1 hM4/Gqi5; vehicle 0%, full acetylcholine response 100%; activation, % at 3 µM; 360,000 tested, 0.14% active; AID 624127, 2012;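 active means activation above the run mean over all test wells plus 3 SD, cut at about 32% in these data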;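 further: peak over basal fluorescence ratio per well then scaled between controls; 0% = DMSO wells and 100% = acetylcholine at EC100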
CRFBP-R2 agonist: agonists of CRF-BP/CRF-R2 complex, primary screen, cell-based, HEK293, calcium dye fluorescence, uHTS. CRF-binding protein / CRF receptor 2 complex (human). calcium dye fluorescence (FLIPR); percent of saturating CRF peptide response. activation, % at 13.2 µM. 350,000 tested, 0.46% active. AID 588473, 2011;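 active means activation of at least 50%, plus an integration ratio under a set limit after plate pattern correction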;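 further: plate controls were neutral control wells without compound for no effect and CRF at EC100 for full effect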
M4 PAM: human M4 muscarinic receptor positive allosteric modulators, primary screen, CHO-K1 cells, Fluo-8 calcium fluorescence | AID 624126, 2012 | 360,000 tested, 0.4% active | CHO-K1 hM4/Gqi5, ACh EC20; 0% = ACh EC20, 100% = maximal ACh | activation, % at 3 µM;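 active means activation above its plate's cutoff, the mean activation of sample wells plus 3 SD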; further: some results filed as inactive read as strong as hits
The depositor's hits bear a star; x = no result given.

SMILES	M5 PAM	IDE cell inh	M4 antag	M5 antag	CHRM5 agonist	CRFR2-BP antag	CHRM4 agonist	CRFBP-R2 agonist	M4 PAM
Cc1nc(C(F)(F)F)ccc1C(=O)N1CCC(C)(C(=O)O)C1 (configuration not stated)	1.5	x	-15.2	-4.7	0.6	x	0.4	x	5.5
Cc1[nH]c(=O)[nH]c(=O)c1S(=O)(=O)Nc1ccc(F)cc1F	-0.6	x	-3.3	8.4	-2.2	-11.8	0.0	0.2	8.4
C(=N\N1CCN(c2ccccc2)CC1)/c1ccccc1	1.4	8.8	-4.0	-5.8	4.8	-2.7	0.3	0.7	-1.2
NC(=O)COC(=O)C1CSC2(c3ccc(F)cc3)CCC(=O)N12 (configuration not stated)	2.7	5.4	1.3	-2.6	0.2	3.6	0.9	-1.1	6.3
NNC(=O)c1nc(-c2ccccc2)n2c1CCCCC2	-3.5	3.0	-1.1	0.8	-0.5	4.2	0.6	-0.5	-0.8
O=C(Nc1ccccc1)c1ccccc1OCC(O)CN1C(=O)c2ccccc2S1(=O)=O (configuration not stated)	-19.6	0.5	31.5*	22.4	4.4	-8.8	18.8	-0.4	-19.8
O=C(CNS(=O)(=O)c1c(F)cccc1F)NC1CCCc2ccccc21 (configuration not stated)	6.8	-5.2	-10.3	-1.9	0.6	7.7	0.8	-0.4	4.8
COc1ccc(CCNC(=O)c2cn(C)c3ccc(S(=O)(=O)N4CCOCC4)cc3c2=O)cc1OC	2.5	8.4	-7.1	-8.0	0.2	-9.9	2.2	-1.9	5.3
CC(=O)NC(C(=O)NCC(N)=O)C(C)C (configuration not stated)	4.5	-5.4	-7.9	-12.8	-0.2	0.7	0.6	-1.4	9.2
NC(=Nc1ccc(N)cc1)C(N)=Nc1ccc(N)cc1	-4.6	2.0	-10.6	2.0	-1.1	2.9	1.4	-0.7	-3.4
CCCc1cc(=O)[nH]c2nnc(SCC(=O)Nc3nnc(SCC)s3)n12	-3.2	-0.3	4.5	6.9	-1.5	0.1	-0.1	0.4	-7.4
COc1ccc([N+](=O)[O-])cc1NC(=O)CCc1ccccc1	1.8	3.3	-3.7	1.4	-2.6	28.8	2.2	0.1	2.8
Cc1ccc2c(c1)c(N=Nc1cccc(C(=O)O)c1)c(O)n2C	4.0	2.3	-4.5	-0.1	-0.9	-9.0	-0.2	-4.6	12.5
COc1ccc(CCn2c(C(C)C)nc3oc4ccccc4c(=O)c3c2=O)cc1	3.6	7.9	-5.5	2.0	-1.3	0.8	7.1	-0.3	3.4
Cc1ccc(Cn2cccc(-c3nc4ccccc4s3)c2=O)cc1	2.4	-3.1	-0.8	-0.5	3.8	3.1	1.2	3.0	5.3
O=C(c1ccc(Br)o1)N(c1ccccn1)C1CCCCC1	-0.3	-0.7	-2.2	2.3	-3.0	-19.8	-0.8	-0.2	2.9
COc1cccc(N=C2SC(CC(=O)Nc3ccccc3)C(=O)N2Cc2ccccn2)c1 (configuration not stated)	0.7	-0.8	-0.3	10.4	1.3	-12.8	4.9	-2.0	-3.8
O=c1cc(-c2ccccc2Cl)oc2c(Br)ccc(O)c12	10.2	3.6	-14.1	-6.5	-4.4	-5.0	1.3	0.9	4.6
Cc1c(NC(=O)CCSCCc2ccccn2)cccc1[N+](=O)[O-]	-2.9	3.4	0.7	1.0	2.2	-3.1	1.1	-0.1	-6.8
O=C(NC1=NCCS1)c1csc2ccccc12	-4.6	6.8	9.8	1.4	-1.3	-21.9	3.5	0.2	8.3

4 entries from above in another layout.
molecule | M5 PAM | IDE cell inh | M4 antag | M5 antag | CHRM5 agonist | CRFR2-BP antag | CHRM4 agonist | CRFBP-R2 agonist | M4 PAM
O=C(NC1=NCCS1)c1csc2ccccc12 | -4.6 | 6.8 | 9.8 | 1.4 | -1.3 | -21.9 | 3.5 | 0.2 | 8.3
O=c1cc(-c2ccccc2Cl)oc2c(Br)ccc(O)c12 | 10.2 | 3.6 | -14.1 | -6.5 | -4.4 | -5.0 | 1.3 | 0.9 | 4.6
NC(=O)COC(=O)C1CSC2(c3ccc(F)cc3)CCC(=O)N12 (configuration not stated) | 2.7 | 5.4 | 1.3 | -2.6 | 0.2 | 3.6 | 0.9 | -1.1 | 6.3
O=C(c1ccc(Br)o1)N(c1ccccn1)C1CCCCC1 | -0.3 | -0.7 | -2.2 | 2.3 | -3.0 | -19.8 | -0.8 | -0.2 | 2.9

Later entries:
SMILES	M5 PAM	IDE cell inh	M4 antag	M5 antag	CHRM5 agonist	CRFR2-BP antag	CHRM4 agonist	CRFBP-R2 agonist	M4 PAM
COCC(=O)NC1(c2nnnn2CCOC(=O)Nc2ccc(Cl)cc2)CCCCC1	-1.1	1.2	-5.4	-9.9	-1.6	-2.4	3.5	-1.3	-2.9
O=S(=O)(Nc1cc(Cl)ccn1)c1ccc(Cl)cc1	7.5	-5.5	-6.2	-5.1	-1.9	-27.4	-2.0	-5.2	10.4
COc1ccc(N2CCN(C(=O)Nc3ccccc3Cl)CC2)cc1	-2.3	-2.0	-8.4	0.0	0.6	28.6	2.2	9.1	-2.1
CN(C)c1ccccc1C(=O)N1CCC(n2nccc2NC(=O)C2CC2)CC1	-3.0	1.1	1.2	4.9	-2.3	-14.7	1.4	1.9	1.8
COc1ccc(CCN2C(=O)C3C4CC(C5C(C(=O)NN)=NOC45)C3C2=O)cc1OC (configuration not stated)	2.8	0.8	-6.0	-12.9	-3.5	1.1	-0.7	2.7	9.8
Cc1ccc(NC(=O)C(Nc2cccc(C)c2)c2ccccc2)cc1 (configuration not stated)	-0.7	-4.5	-6.3	6.3	-2.9	-13.3	-0.4	-0.8	-3.7
CCOc1ccc2c(c1)OC(c1ccccc1)(C(F)(F)F)NC2=O (configuration not stated)	-7.9	2.0	11.5	-2.4	-4.3	4.7	-2.2	0.4	1.2
c1cncc(CNc2c3c(nc4nnnn24)CCCC3)c1	2.3	1.6	3.0	-1.3	-7.8	0.1	0.3	-2.0	0.0
Clc1ccccc1CN1CCN(/N=C/c2ccncc2)CC1	-6.3	-0.1	1.3	2.3	3.8	6.0	5.5	-1.9	-11.2
CC(C)N(C(=O)[C@H]1C[C@H](CC(=O)NCCc2ccccn2)C(=O)N2CCc3c([nH]c4cc(-c5ccco5)ccc34)[C@]12C)C(C)C	0.2	x	6.0	-8.1	-0.1	-0.7	2.3	-0.6	-4.2
CC(=O)Nc1c(C)nn(C(C)=O)c1C	-1.1	2.2	-0.1	1.8	-1.9	7.2	0.7	-4.9	10.2
N=c1sccn1CC(=O)Nc1cccc(Oc2ccccc2)c1	-12.3	7.2	4.4	3.6	-9.6	-25.0	7.9	1.5	-2.6
CCN(CC)S(=O)(=O)c1cc(NC(=O)Cn2cnc3ccccc3c2=O)ccc1C	-2.8	3.5	8.3	0.1	1.6	10.8	-1.8	0.5	11.0
C/C(NC(=O)c1cccc(F)c1)=C1/C(=O)C[C@@H]2[C@H]1C2(C)C	-2.4	-1.9	7.9	-0.8	0.0	5.1	-1.4	-0.9	0.5
O=C(c1ccoc1)N1CCN(c2cc(-c3cccc(F)c3)nc3cc(-c4cccc(Cl)c4)nn23)CC1	2.4	x	-4.0	5.1	2.7	17.1	-0.5	-0.8	2.0
O=C(CCNc1cccc(F)c1)c1cc2ccccc2o1	5.6	-9.2	3.1	7.1	-3.2	12.3	-0.9	0.4	-0.9
COCCNC(=O)C/C(C)=N/NC(=O)C(=O)NC1CCCCC1	-16.0	3.5	4.9	16.4	2.8	7.9	14.6	-1.5	-2.6
Cc1nn(C(=O)c2cc3sccc3[nH]2)c(C)c1C	6.7	-0.6	4.7	-17.3	-2.1	-10.9	-1.8	0.7	-11.4
NS(=O)(=O)c1cccc(NC(=O)COC(=O)Cc2ccc(S(=O)(=O)N3CCOCC3)s2)c1	15.0	x	-2.3	-1.7	1.9	-1.8	2.2	0.5	8.1
Cc1ccc(-c2nc(CS(=O)CC(=O)NCCN3CCCC3)c(C)o2)cc1 (configuration not stated)	-10.0	2.4	-16.5	1.1	-1.8	25.5	0.3	1.8	-3.5
O=C(Cn1cnc2c(nnn2Cc2ccc(Cl)cc2)c1=O)OCc1ccccc1	1.6	-2.5	3.4	3.2	4.5	-4.5	2.1	1.7	6.7
COc1cccc(N2CCN(C(=S)Nc3cc(C)cc(C)c3)CC2)c1	3.1	0.3	-6.9	-7.5	0.8	1.8	1.6	-1.2	15.5
CC(Sc1nnc(C2CC2)n1C1CC1)C(=O)Nc1ccc(C(N)=O)cc1 (configuration not stated)	-4.5	-2.7	9.2	8.2	-3.5	-3.1	x	-0.2	13.4
CC1CC(C)CN(C(=O)COC(=O)C2CCN(S(=O)(=O)c3ccc4c(c3)OCCO4)CC2)C1 (configuration not stated)	-3.4	0.9	-18.8	-3.0	-3.4	3.3	3.8	-0.7	11.3
COc1ccc(NC(=O)CN(C2CCCCC2)S(C)(=O)=O)cc1OC	1.9	-2.7	-5.8	2.7	-2.6	2.1	0.9	0.1	2.0
Cc1ccc(C(=O)NCC(=O)OC(C)C(=O)NCCC2=CCCCC2)cc1C (configuration not stated)	2.9	3.7	2.7	-7.4	0.6	3.0	0.1	-1.2	-6.4
CCOC(=O)C1CCN(S(=O)(=O)c2csc(C(N)=O)c2)CC1	2.1	8.2	-8.3	-7.0	2.1	12.7	2.3	1.9	0.2
O=C1C/C(=C\c2c(F)cccc2Cl)N2CCC1CC2	6.8	-2.0	3.6	3.8	-0.9	10.6	0.7	-0.2	-2.9
CC(C)c1nc(N2CCN(C(=O)c3ccco3)CC2)c2c3c(sc2n1)CCCC3	-8.9	1.6	4.8	1.1	-4.4	-13.3	3.5	-2.8	3.9
O=C(COC(=O)c1ccc(Br)o1)c1ccc(S(=O)(=O)N2CCCCC2)cc1	-11.8	-3.4	-10.5	5.7	-0.8	2.1	2.5	0.5	2.0
CCc1ccccc1N=C1SCC(=O)N1C	6.0	-0.9	0.2	-3.3	-9.3	2.4	-0.1	-0.3	6.5
O=c1cc(-c2ccccc2)oc2ccc3ccccc3c12	0.6	x	6.2	-1.2	-0.3	-9.8	0.4	2.8	15.5
COc1ccccc1N(CC(=O)NCC1CCCO1)C(=O)CCC(=O)Nc1nccs1 (configuration not stated)	-0.2	-0.9	3.0	-0.7	-7.0	-14.8	0.7	-2.0	2.4
C=C1CCN([C@@H](C)C(=O)OCc2cccc(C)c2)S(=O)(=O)c2ccccc21	-14.1	1.8	2.2	11.0	-2.8	5.2	3.9	-0.9	-3.9
Cc1ccc(-c2csc3ncnc(NCCC(=O)O)c23)cc1	-2.2	-3.7	-6.2	4.5	-7.7	12.4	-0.7	0.2	-7.6
CC(C)Cc1nnc(NC(=O)CSc2ccccn2)s1	1.2	2.2	-3.0	-1.2	4.8	-3.4	1.7	-0.3	16.1
CCNC(=S)N1CCN(CCN=CC2=C(O)CC(c3ccco3)CC2=O)CC1 (configuration not stated)	-3.3	5.0	4.1	1.4	-2.3	-9.8	0.2	0.6	0.6
